# IL-2 act: IL-2 activation | IL-2 activation reporter assay, cell-based qHTS; stimulated with anti-CD3/CD4/CD28 beads; in transgenic mouse T cells | activation, % (series mostly up to about 46 µM) | 360,000 compounds, 0.065% hits | AID 652025; in the data active = activation above about 50%; inconclusive = mostly about 30% to 49%; also: 0% is about no effect
#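 Readout: EGFP and DsRed signals by fluorescent plate cytometry. Unstimulated transgenic mouse T cells received compound 60 min before antibody-bead stimulation, then incubated 18 h at 37 degrees C.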
# PLK1 PBD block: blocks phosphopeptide binding to human PLK1 polo-box domain. P53350. Plk1 PBD binding of FITC phosphopeptide, fluorescence polarization. Potency, µM, inactives show max response, negative = inhibition, usual class: inhibitors. 360,000 compounds, 2.8% hits; also: potency is read from the fitted curve at half-maximal effect; series mostly up to about 57 µM; % is scaled to controls: 0 for no effect and ±100 for the full control effect; nearly all actives have a fitted effect of over 65% in size
# Target sequence (P53350 whole entry, looked up, the tested form may be a part): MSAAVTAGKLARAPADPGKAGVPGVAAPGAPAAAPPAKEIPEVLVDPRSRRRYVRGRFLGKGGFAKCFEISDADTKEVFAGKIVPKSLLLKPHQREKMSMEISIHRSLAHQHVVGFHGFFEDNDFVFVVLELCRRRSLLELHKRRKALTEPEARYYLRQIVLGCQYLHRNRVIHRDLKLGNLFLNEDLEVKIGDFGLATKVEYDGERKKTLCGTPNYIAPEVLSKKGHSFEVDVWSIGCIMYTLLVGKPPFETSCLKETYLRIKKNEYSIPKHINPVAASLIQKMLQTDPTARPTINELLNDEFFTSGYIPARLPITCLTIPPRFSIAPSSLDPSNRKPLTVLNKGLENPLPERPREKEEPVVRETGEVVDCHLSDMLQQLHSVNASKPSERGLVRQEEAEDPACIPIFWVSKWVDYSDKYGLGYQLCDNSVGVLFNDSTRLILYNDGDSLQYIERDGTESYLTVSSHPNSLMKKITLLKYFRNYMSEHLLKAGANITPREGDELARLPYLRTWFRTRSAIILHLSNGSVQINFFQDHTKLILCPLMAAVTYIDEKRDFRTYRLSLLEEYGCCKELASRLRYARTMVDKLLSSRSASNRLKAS
# Abeta yeast res: A-beta toxicity reversal in yeast | 410,000 compounds, 0.063% hits | Potency, µM (doses to about 46.1 µM), for the others: at the highest dose growth rescue, usual class: activators | yeast expressing A-beta42, growth rescue, OD600, 48 h; response scale: 0% DMSO, 100% iron-clioquinol control; also: potency is read from the fitted curve at half-maximal effect; nearly all actives have a fitted effect of over 55% in size
#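 Yeast growth medium received pinned compounds, then yeast cells expressing toxic A-beta were added; plates incubated at 30 C for 48 hr. Growth read as absorbance at 600 nm, normalized to DMSO and equimolar FeCl3 plus clioquinol controls.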
# WRN helicase inh: WRN helicase (human) inhibition. WRN helicase unwinding, fluorescent forked duplex, kinetic. Potency, µM (top dose mostly 114 µM), without a hit: at the top dose activity change, negative = inhibition, actives largely listed as inhibitors. 360,000 compounds, 0.46% hits. AID 651768; also: potency is read from the fitted curve at half-maximal effect; % is scaled to controls: 0 for no effect and ±100 for the full control effect; nearly all actives have a fitted effect of over 55% in size
#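 Screening of the MLSMR collection measured strand separation of a quenched forked DNA duplex (100 nM) by 20 nM WRN with 2 mM ATP, all final. Compounds were preincubated with enzyme 15 min at room temperature.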
# FUS suppressor: suppressors of FUS proteinopathy in yeast. S. cerevisiae FUS-expressing, growth rescue, OD600, 24 h. Potency, µM (top dose mostly 76.6 µM), without a hit: at the highest dose growth rescue (activation), hits mostly activators. 390,000 compounds, 0.24% hits;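 also: potency is read from the fitted curve at half-maximal effect; plate controls were DMSO vehicle for no effect and reference control for full effect; nearly all actives have a fitted effect of over 55% in size; some results filed as inactive show a strong effect at the top dose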
#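 Restored growth of FUS-toxic S. cerevisiae, read as 600 nm absorbance after 24 h at 30C in galactose medium (starting OD 0.005). Controls CP55940 and DMSO.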
# aSyn rescue: rescues yeast growth from alpha-synuclein toxicity; Potency, µM (series often up to 46.1 µM), for inactives: top-dose growth rescue (activation), most hits filed as activators; AID 652106; 370,000 compounds, 0.14% hits; Yeast expressing alpha-synuclein, growth rescue, BacTiter-Glo, 24 h; also: potency is read from the fitted curve at half-maximal effect; % of control where 0% means no effect; nearly all actives have a fitted effect of over 65% in size
#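 Readout is rescue of growth in alpha-synuclein-expressing yeast, so inhibitors of toxicity appear as activators. Growth after 24 hr at 30 deg C in galactose medium is quantified by luminescence.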
# EPAC1 agonist: agonists of human EPAC1. EPAC1 agonist qHTS, biochemical assay; response scale: 100% = response to 6.5 mM cAMP. Potency, µM (series often up to 154 µM), for the others: top-dose activation, hits mostly activators. 360,000 compounds, 0.073% hits; also: potency is read from the fitted curve at half-maximal effect; nearly all actives have a fitted effect of over 60% in size
#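 Read-out is the fluorescence drop as BODIPY-GDP leaves Rap1B (480 nm excitation, 540 nm emission), recorded every 5 minutes over 30 minutes. Reactions held 100 nM EPAC1, 250 nM Rap1B–BODIPY-GDP and 50 uM GDP, with 6.5 mM cAMP setting full activation.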
# PI5P4Ka inh: PI5P4K alpha (human) kinase inhibition; 330,000 compounds, 1.2% hits; max response, %; PI5P4Kalpha enzyme, ADP-Glo luminescence, 60 min; active compounds read low; active = max response of -50% or lower; inconclusive = between -30% and -50%; inactive = -30% or higher; also: value at the top dose of about 77 µM; % is scaled to controls: 0 for no effect and ±100 for the full control effect
# Target sequence (P48426 whole entry, looked up): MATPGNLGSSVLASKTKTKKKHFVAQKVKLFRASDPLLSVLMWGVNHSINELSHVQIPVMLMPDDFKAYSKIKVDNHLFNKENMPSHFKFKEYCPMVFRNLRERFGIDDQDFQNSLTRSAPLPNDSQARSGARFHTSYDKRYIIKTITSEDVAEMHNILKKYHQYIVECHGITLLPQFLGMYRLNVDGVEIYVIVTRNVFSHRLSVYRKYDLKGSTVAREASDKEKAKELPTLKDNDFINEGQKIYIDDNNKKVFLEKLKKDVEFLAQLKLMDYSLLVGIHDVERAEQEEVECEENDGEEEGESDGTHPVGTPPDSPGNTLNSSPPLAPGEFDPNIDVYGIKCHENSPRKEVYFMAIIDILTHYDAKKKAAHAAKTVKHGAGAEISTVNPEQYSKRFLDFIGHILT
#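 Enzyme plus substrate dispensed, test compounds pinned in, then ATP (5 microM final) added. After 60 min at RT, ADP-Glo reagent 1 for 45 min and reagent 2 for 30 min preceded luminescence imaging.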
# EPAC1 antagonist: EPAC1 (human) antagonism; O95398; EPAC1 GEF assay, Rap1b-BODIPY-GDP exchange fluorescence; Potency, µM (doses to about 115 µM), inactives show top-dose activity change, negative = inhibition, hits mostly inhibitors; 360,000 compounds, 0.14% hits;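 also: potency is read from the fitted curve at half-maximal effect; plate controls were vehicle for no effect and positive control for full effect; nearly all actives have a fitted effect of over 50% in size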
# Starred values were filed as active, the others as inactive; u = inconclusive; x = no result given; & = joins results of further samples; [ ] = another dose, or the depositor's remark. Unless noted, calls follow the shape of the dose curve; as a rule, active = well fitted curve in the direction sought with a large enough effect; inconclusive = small, poorly fitted or top-dose-only effect, or another doubt; inactive = no such curve, though single readings can be large; an effect the other way counts as inactive or inconclusive.
1. CC1(C)Cc2c(sc3nc(SCC(=O)NCc4ccco4)n(-c4ccccc4)c(=O)c23)CS1
2. O=C1c2ccccc2S(=O)(=O)N1CC1CC(c2ccccc2Cl)=NO1 (configuration not stated)
3. Cc1cccc(NC(=S)/N=C(\N)Nc2nc(C)c3ccc(C)cc3n2)c1
4. COc1ccccc1NS(=O)(=O)c1cc(NC(=S)NCCN2CCOCC2)ccc1N1CCOCC1
5. Cc1cccc(C)c1NC(=O)CN(C)CCc1ccccc1
6. O=C(Cc1ccccc1)NNS(=O)(=O)c1ccc(F)cc1
7. CN1C(=O)CSc2ccc(NC(=O)NCc3ccccc3)cc21
8. O=C(Oc1ccc(NC2=NS(=O)(=O)c3ccccc32)cc1)c1cccnc1
Screen / compound no.	1	2	3	4	5	6	7	8
IL-2 act	-0.2	-0.7	-0.5	1.3	1.0	-1.2	-2.2	0.2
PLK1 PBD block	-10%	-8%	-6%	5.3µM*	-1%	-29%	-18%	-1%
Abeta yeast res	4%	-19%	7%	2%	-8%	-2%	-7%	-14%
WRN helicase inh	-14%	1%	21%	-23%	10%	-1%	-14%	-11%
FUS suppressor	u	x	49%	x	-30%	-30%	11%	-14%
aSyn rescue	1%	15%	-1%	-2%	-4%	-7%	-9%	-6%
EPAC1 agonist	-8%	10%	7%	5%	-9%	-4%	3%	-2%
PI5P4Ka inh	-2	-11	-4	-14	2	2	-21	-6
EPAC1 antagonist	-10%	-23%	2%	-3%	-9%	-22%	-3%	-11%

9. CCc1cc(-c2n[nH]c(C)c2-c2nc3ccccc3n2C)c(O)c(CN2CCN(C)CC2)c1O
10. CCC1CCCCN1CCCNC(=O)CN1C(=O)c2cccnc2Oc2ccc(C)cc21 (configuration not stated)
11. C=CCN(CC(=O)O)S(=O)(=O)c1ccccc1C(F)(F)F
12. CCC(=O)Nc1ccc(C(=O)OCC(=O)c2ccc(C)c([N+](=O)[O-])c2)cc1
13. CCOc1ccc(NC(=O)CSc2nc3[nH]ncc3c(=O)[nH]2)cc1
14. O=C(/C=C/[C@H]1O[C@@H](n2cnc3c(NC(=O)c4ccccc4)ncnc32)[C@H](O)[C@@H]1O)NCCc1ccc(F)cc1
15. Cc1ccc(Cn2cnc3ccccc32)cc1C
16. N#Cc1ccc(CSc2nnc(NC(=O)C3CCCO3)s2)cc1 (configuration not stated)
Screen / compound no.	9	10	11	12	13	14	15	16
IL-2 act	-0.8	-0.7	1.2	-1.8	-2.7	-0.7	1.2	0.3
PLK1 PBD block	-10%	-9%	-4%	-2%	-4%	0%	10%	u
Abeta yeast res	-4%	1%&1%	-17%	-6%	5%	-5%	-16%	9%
WRN helicase inh	2%	10%	1%	-3%	-2%	-9%	-13%	-16%
FUS suppressor	39%	1%&-10%	0%	3%	0%	19%	x	17%
aSyn rescue	2%	-3%	-3%	12%	7%	5%	5%	5%
EPAC1 agonist	7%	-2%	-3%	8%	-3%	3%	-1%	5%
PI5P4Ka inh	x	-11	-9	x	0	-3	-4	-1
EPAC1 antagonist	-5%	11%	-13%	14%	-21%	-3%	8%	12%

17. CC(=O)Nc1nnc([N+](=O)[O-])s1
18. Cc1nc2ncnn2c(N2CCN(C(c3ccccc3)c3ccccc3)CC2)c1C
19. CC(C)NCCOCCOc1ccc(Cl)cc1Br
20. C[C@@H]1NC(=O)c2cc([N+](=O)[O-])cc(I)c2NCC[C@@H](C(N)=O)NC(=O)[C@H](CC(N)=O)NC1=O
21. O=c1nc(Nc2ccc(Br)cc2)sc2ccc([N+](=O)[O-])cc12
22. CC(C)N(C(=O)[C@H]1CC(CC(=O)NCc2cccc(C(F)(F)F)c2)C(=O)N2CCc3c([nH]c4ccccc34)[C@]12C)C(C)C (some centres not stated)
23. CN(C)C(CNC(=O)CCNS(=O)(=O)c1ccccc1C(F)(F)F)c1ccccc1 (configuration not stated)
24. CC1(C)OC2OC3C(CN)OC(c4ccccc4)OC3C2O1 (configuration not stated)
Screen / compound no.	17	18	19	20	21	22	23	24
IL-2 act	-0.2	-1.7	-2.7	-0.6	-2.3	1.5	0.4	-4.5
PLK1 PBD block	-26%	-9%	-3%	-8%	-24%	-2%	-4%	-6%
Abeta yeast res	-7%	-7%	-10%	-4%	12%	26%	0%	-9%
WRN helicase inh	0%	-21%	0%	-7%	-9%	-10%	-1%	-2%
FUS suppressor	-16%	19%	x	13%	-13%	u	-10%	x
aSyn rescue	1%	-7%	1%	10%	8%	u	5%[1.84 µM]	-8%
EPAC1 agonist	-5%	6%	3%	11%	-8%	-33%[inhibitor]	-6%	0%
PI5P4Ka inh	-6	x	-2	6	u	0	6	-1
EPAC1 antagonist	17%	0%	9%	7%	6%	-8%	-4%	-10%

25. O=C(COc1ccc(Cl)cc1)N1CCN(c2ccc([N+](=O)[O-])c(N3CCCCC3)c2)CC1
26. COc1ccc(NS(=O)(=O)c2ccc(S(=O)(=O)N3CCCC3)cc2)cc1
27. COc1cc2c(cc1OC)C1=C(C#N)COCN1CC2
28. Nc1ccc(Oc2ccc(F)cc2)nc1
29. Cc1cc2oc(C(=O)N(Cc3ccc(N(C)C)cc3)CC3CCCO3)c(C)c2cc1C (configuration not stated)
30. Cc1ccccc1C(=O)N1CCC(C(=O)N(C)CCOc2ccccc2)CC1
31. CCCCCCCCCCNC(=O)CCn1[nH]c(=O)c2ccccc2c1=O
32. CSc1cccc(NC(=O)CN(C2CCCCC2)S(C)(=O)=O)c1
Screen / compound no.	25	26	27	28	29	30	31	32
IL-2 act	-0.9	1.1	-0.1	-1.2	0.4	-1.8	-3.9	0.1
PLK1 PBD block	-7%	-13%	u	-4%	5%	-3%	-18%	-16%
Abeta yeast res	7%	8%	-15%	14%	4%&17%	-7%	-5%	8%
WRN helicase inh	-9%	-7%	-3%	1%	-6%	u	-2%	4%
FUS suppressor	48%	8%	-16%	-11%	32%&35%	x	29%	-3%
aSyn rescue	20%	-1%	3%	0%	7%	9%	-11%	-3%
EPAC1 agonist	10%	5%	-2%	3%	1%	7%	-8%	3%
PI5P4Ka inh	x	3	-14	0	19	5	10	3
EPAC1 antagonist	-2%	-23%	1%	-3%	-13%	-6%	2%	-4%

# Some of the entries so far, as tab-separated lines.
no.	mol	IL-2 act	PLK1 PBD block	Abeta yeast res	WRN helicase inh	FUS suppressor	aSyn rescue	EPAC1 agonist	PI5P4Ka inh	EPAC1 antagonist
8	O=C(Oc1ccc(NC2=NS(=O)(=O)c3ccccc32)cc1)c1cccnc1	0.2	-1%	-14%	-11%	-14%	-6%	-2%	-6	-11%
9	CCc1cc(-c2n[nH]c(C)c2-c2nc3ccccc3n2C)c(O)c(CN2CCN(C)CC2)c1O	-0.8	-10%	-4%	2%	39%	2%	7%	x	-5%
10	CCC1CCCCN1CCCNC(=O)CN1C(=O)c2cccnc2Oc2ccc(C)cc21 (configuration not stated)	-0.7	-9%	1%&1%	10%	1%&-10%	-3%	-2%	-11	11%
11	C=CCN(CC(=O)O)S(=O)(=O)c1ccccc1C(F)(F)F	1.2	-4%	-17%	1%	0%	-3%	-3%	-9	-13%
12	CCC(=O)Nc1ccc(C(=O)OCC(=O)c2ccc(C)c([N+](=O)[O-])c2)cc1	-1.8	-2%	-6%	-3%	3%	12%	8%	x	14%
13	CCOc1ccc(NC(=O)CSc2nc3[nH]ncc3c(=O)[nH]2)cc1	-2.7	-4%	5%	-2%	0%	7%	-3%	0	-21%
14	O=C(/C=C/[C@H]1O[C@@H](n2cnc3c(NC(=O)c4ccccc4)ncnc32)[C@H](O)[C@@H]1O)NCCc1ccc(F)cc1	-0.7	0%	-5%	-9%	19%	5%	3%	-3	-3%

# Remaining list, next part:
33. CCOC(=O)CN1C(=O)C(O)(CC(=O)c2ccccn2)c2ccccc21 (configuration not stated)
34. Cc1cnc(NC(=O)c2c(Cl)cnn2C)s1
35. O=C(Nc1nc2ccccc2n1Cc1ccccc1)c1ccc(COc2ccccc2[N+](=O)[O-])o1
36. COc1ccc(C(=O)NNC2=Nc3cccc4cccc2c34)cc1
37. COc1cc(CNc2ccc(CNc3ncn[nH]3)cc2)ccc1OCC(=O)NC(C)(C)C
38. CS(=O)(=O)N1CCN(CC(=O)NC2CCCCC2)CC1
39. O=C(CCNC(=O)c1ccc(Br)cc1)Nc1ccc(S(=O)(=O)N2CCCCC2)cc1
40. CC(C(=O)O)n1nc(-c2ccccc2)c2ccccc21 (configuration not stated)
Screen / compound no.	33	34	35	36	37	38	39	40
IL-2 act	0.4	2.2	-1.3	1.2	-5.2	-1.3	-3.4	0.1
PLK1 PBD block	-10%	2%	-9%	2%	0%	-10%	-5%	-19%
Abeta yeast res	2%	-14%	-1%	-3%	-5%	2%	-9%	-12%
WRN helicase inh	-1%	12%	-33%	2%	-14%	12%	0%	-3%
FUS suppressor	-23%	11%	26%	-1%	x	8%	23%	-12%
aSyn rescue	1%	0%	0%	2%	-3%	-3%	-8%	-6%
EPAC1 agonist	-1%	-17%	17%	-7%	6%	0%	2%	2%
PI5P4Ka inh	-1	-5	x	-6	-6	-7	-10	8
EPAC1 antagonist	-1%	2%	-2%	6%	0%	-15%	-3%	-16%

41. C=CCn1c(=O)c(C(=O)Nc2ccccc2O)c(O)c2ccccc21
42. O=C(COC(=O)/C=C/c1cnc2ccccc2n1)NCC(F)(F)F
43. Cc1cc(C)c(S(=O)(=O)N2CCN(S(=O)(=O)N3CCOCC3)CC2)c(C)c1
44. CCOC(=O)Cc1ccc(Nc2nc3cc(-c4sccc4C)sc3c(=O)n2C)cc1
Screen / compound no.	41	42	43	44
IL-2 act	-2.2	0.6	1.5	-0.1
PLK1 PBD block	-1%	-1%	-4%	4%
Abeta yeast res	11%	-9%	23%	-6%
WRN helicase inh	-11%	1%	1%	6%
FUS suppressor	16%	-6%	16%	2%
aSyn rescue	-13%	-2%	12%	11%
EPAC1 agonist	2%	-3%	-3%	-12%
PI5P4Ka inh	1	-1	-7	u
EPAC1 antagonist	13%	6%	0%	-17%

# Assay outcomes as filed in PubChem BioAssay.
